Bioassay records deposited in PubChem BioAssay by several laboratories.
Furin inhibitor = human furin inhibition. inhibition, % at 30 µM. purified furin, fluorogenic substrate cleavage. P09958. hit rate 0.061% among 220,000; in the data active = inhibition above about 25%; also: inactives centre near -15
thrombin 1536 = blocks human thrombin protease activity | P00734 | alpha-thrombin, Boc-VPR-AMC fluorogenic substrate cleavage | inhibition, % at 5 µM | hit rate 0.26% among 220,000;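 active = inhibition at or above 40%; inactive = inhibition below 40%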;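 also: 0% = enzyme with no compound and 100% = wells without enzyme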
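System – human alpha-thrombin protein · Reagent – Boc-VPR-AMC substrate, 15 µM final · Compound – 5 µM single dose in 0.2% DMSO · Schedule – reaction at room temperature · Technique – AMC fluorescence at 355 nm excitation and 460 nm emission · Read-out basis – % inhibition relative to enzyme controls and enzyme-free blanks · Control set – no-compound enzyme wells and no-enzyme blanks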
KLK5 inh = kallikrein 5 (human) inhibition; hit rate 0.59% among 210,000; recombinant hK5, fluorogenic AMC substrate cleavage; AID 873; inhibition, % at 5 µM;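 active = inhibition of 40% or more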;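 also: 0% = enzyme controls without compound and 100% = no-enzyme blanks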
FXIIa inh 1536 = factor XIIa (human) inhibition; purified FXIIa, Boc-QGR-AMC fluorogenic substrate, 2 h; inhibition, % at 5 µM; hit rate 0.3% among 220,000; in the data active = inhibition above about 40%;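 also: 0% = enzyme with no compound and 100% = blank without enzyme; many of its hits are not listed in these tables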
Target sequence (P00748 20-372 limits assumed): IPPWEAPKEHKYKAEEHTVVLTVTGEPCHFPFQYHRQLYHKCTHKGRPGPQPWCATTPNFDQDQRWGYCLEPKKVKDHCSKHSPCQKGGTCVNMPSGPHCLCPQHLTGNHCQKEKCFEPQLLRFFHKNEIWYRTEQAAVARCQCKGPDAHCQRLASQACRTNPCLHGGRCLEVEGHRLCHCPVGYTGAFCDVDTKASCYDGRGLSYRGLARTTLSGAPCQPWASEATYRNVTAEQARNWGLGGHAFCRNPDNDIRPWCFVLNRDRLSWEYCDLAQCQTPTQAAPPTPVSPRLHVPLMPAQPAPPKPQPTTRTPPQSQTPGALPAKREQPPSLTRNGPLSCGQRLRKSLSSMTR
Target sequence (P00748 373-615 limits assumed): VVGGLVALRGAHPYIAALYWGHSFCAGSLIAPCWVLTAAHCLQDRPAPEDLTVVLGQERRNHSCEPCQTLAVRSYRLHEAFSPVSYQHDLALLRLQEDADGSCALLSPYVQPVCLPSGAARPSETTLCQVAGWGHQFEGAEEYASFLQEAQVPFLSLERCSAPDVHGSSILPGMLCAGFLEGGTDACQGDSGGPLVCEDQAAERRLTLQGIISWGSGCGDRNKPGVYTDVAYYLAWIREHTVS
Cl transport mod = modulators of human KCC2 chloride dependent transport; Q9H2X9; KCC2 cells, thallium flux FluoZin-2 fluorescence; B-score of Tl+ flux slope (higher = more flux/activation; lower = inhibition) at 10 µM; hit rate 2.2% among 190,000;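 active = thallium flux slope and its plate-corrected score both differing from the plate sample mean at a set confidence after two filtering rounds, in either direction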;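 also: slope of fluorescence scaled to starting intensity during 10 to 20 s after thallium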
PERK inhibitor = inhibitors of human PERK kinase. Q9NZJ5. CHO PERK-DD fusion, SEAP luminescence translation reporter. inhibition, % at 5.6 µM. hit rate 0.17% among 220,000;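 active = inhibition above the mean inhibition of all tested compounds plus 3 SD, set separately per screening campaign, cut at about 2.9% in these data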;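 also: PERK kinase domain activated by AP20187 dimerizer at 100 nM; 0% = DMSO with dimerizer and 100% = rapamycin at 8.4 µM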
FXIa inh = inhibitors of human coagulation factor XIa | P03951 | purified FXIa, Boc-Glu-Ala-Arg-AMC fluorogenic substrate | inhibition, % at 5 µM | hit rate 0.14% among 220,000;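 active = inhibition of at least 40%; inactive = inhibition below 40%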;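 also: fluorescence of freed AMC excited at 355 nm; 0% = enzyme without compound and 100% = no enzyme blank; many of its hits are not listed in these tables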
Rad51 HR inh = Rad51 (human) homologous recombination inhibition. hRad51 DNA strand exchange, fluorescence dequenching. hit rate 0.085% among 200,000. Q06609. inhibition, % at 10 µM;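 active = inhibition above 40% at the single screening dose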;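 also: 0% = DMSO control wells and 100% = blanks with heterologous ssDNA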
Target sequence (Q06609 whole entry, looked up): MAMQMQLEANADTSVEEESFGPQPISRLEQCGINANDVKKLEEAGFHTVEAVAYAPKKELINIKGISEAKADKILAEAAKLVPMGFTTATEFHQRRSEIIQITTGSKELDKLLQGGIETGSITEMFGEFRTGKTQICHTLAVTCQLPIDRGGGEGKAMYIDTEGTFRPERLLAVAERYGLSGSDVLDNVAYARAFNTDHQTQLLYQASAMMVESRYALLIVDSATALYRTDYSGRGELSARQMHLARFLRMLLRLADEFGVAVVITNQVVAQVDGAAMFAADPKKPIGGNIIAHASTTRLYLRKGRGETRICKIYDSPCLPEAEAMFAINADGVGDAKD
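Material: Human Rad51 nucleoprotein filaments preassembled on unlabelled ssDNA | Also added: Labelled 47-mer dsDNA for strand exchange | Dosing: Single dose, 10 µM final compound | Schedule: 30-min compound preincubation and 15-min exchange, both room temperature | Technique: Fluorescence dequenching at 485/520 nm | Measure: Percent inhibition relative to plate controls and blanks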
Calpain2 inh = blocks pig calpain II enzyme activity; purified calpain II, fluorogenic peptide substrate, 30 min; AID 1236; inhibition, % at 16 µM; hit rate 0.37% among 220,000;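 active = inhibition above about 50%, limit read from the data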
* = called active by the depositor; . = no result given; [ ] = remark or other dose.

SMILES | Furin inhibitor | thrombin 1536 | KLK5 inh | FXIIa inh 1536 | Cl transport mod | PERK inhibitor | FXIa inh | Rad51 HR inh | Calpain2 inh
O=C(c1ccc(C(F)(F)F)cc1)C1CCCN(Cc2cccn2-c2ncccn2)C1 (stereo unspecified) | -26 | -7 | -1 | 7 | 1.2 | -0.7 | -3 | 2 | -20
Cc1[nH]nc2c1C(CCc1ccccc1)C(C#N)=C(N)O2 (stereo unspecified) | . | 6 | 18 | 11 | . | . | 6 | 2 | 32
CSc1nc(SCC(=O)NC(c2ccccc2)c2ccccc2)c2c3c(sc2n1)CN(C)CC3 | -15[20 µM] | -17 | 1 | -7 | 1.3 | -0.8 | -1 | -4 | -98
O=S(N1CCc2ccccc21)C12CC3CC(CC(C3)C1)C2 (stereo unspecified) | -9 | 0 | -30 | -10 | -0.86 | 1.3 | -8 | -3 | 103*
N#Cc1cn(OCc2ccccc2)c(=O)[nH]c1=O | -26 | -7 | -7 | 8 | -0.12 | 1.9 | 6 | . | -12
Cc1cccn2c(=O)c(/C=N/O)c(NCc3ccccc3)nc12 | -18 | -3 | 1 | 8 | -0.47 | -1.6 | 8 | 21 | -9
CN(Cc1cc2cc(F)ccc2[nH]1)Cc1nc(-c2cnccn2)no1 | -32 | 1 | . | 8 | . | 1.6 | 4 | . | -14
N#CCCn1cc(C=C(C#N)C#N)c(-c2ccc(-c3ccccc3)cc2)n1 | -3 | -6 | -12 | -1 | -0.3 | 0.6 | -4 | -8 | -28
COC(=O)c1ccc2c(=O)n(CCCCCC(=O)N3CCN(c4ccc(F)cc4)CC3)c(=O)[nH]c2c1 | -12 | 4 | 1 | 15 | -0.44 | 1.4 | 0 | 6 | -12
CCn1cc(C=O)c2cc(S(=O)(=O)N3CCOCC3)ccc21 | -7 | 0 | -6 | 5 | -2.5 | 0.0 | 7 | . | 7
CCN(CC)C(=O)CSc1nnc(-c2ccc(F)cc2)n1N | -15 | -4 | -5 | 0 | . | 1.4 | 1 | 7 | -15
CCOc1ccc(C(=O)NCC(=O)OCC(=O)N2CCCC2)cc1 | -20 | -3 | -1 | 7 | 0.33 | 1.6 | -3 | -2 | 3
COc1cc(NC(=O)Cn2nc(C(F)(F)F)c(Br)c2C)cc([N+](=O)[O-])c1 | -4 | 0 | -1 | 1 | 0.63 | 0.8 | 0 | . | 10
Nc1nc2ncc(C(=O)c3cc(Cl)cc(Cl)c3O)cc2s1 | -12 | -5 | 5 | 8 | -0.53 | 1.8 | 3 | . | -10
O=C(CN1C(=O)c2cccc3cccc(c23)C1=O)N1CCN(c2ccccn2)CC1 | 0 | -5 | -14 | 0 | 0.44 | -0.8 | 5 | 2 | -29
CCOC(=O)CNC(=O)C1CCCN(c2ncccn2)C1 (stereo unspecified) | -23 | -5 | -5 | 21 | -0.12 | 0.8 | 5 | -6 | -39
COC(=O)C(C)N(C#N)c1nc(C)nc(C)n1 (stereo unspecified) | -15 | 3 | 24 | 2 | . | -0.4 | 1 | -8 | 0
O=C(/C=C/c1ccc(OC2CSC2)cc1)c1ccc(Cl)cc1 | 4 | -9 | -10 | 4 | 0.22 | 1.0 | 0 | 0 | 10
CCCn1c(N)c(C(=O)CSc2nc(C)cs2)c(=O)[nH]c1=O | -10[20 µM] | 1 | -17 | 10 | . | -0.6 | 2 | -5 | 0
COc1ccc(-c2cc(C(F)(F)F)nc(SCCC(=O)Nc3cc(C)on3)n2)cc1 | -19 | 0 | -5 | 9 | 1 | -0.1 | -4 | 7 | -11
c1ccc(C2=NCCCN2)cc1 | -17 | -1 | -13 | -5 | 1.1 | 1.7 | -9 | -1 | -6
Cn1c(=O)cc(-c2ccccc2)c2ccccc21 | -13[20 µM] | -10 | 3 | -3 | -0.99 | 0.8 | -2 | -8 | -20
O=C(CC(CC(=O)c1ccc(Br)cc1)c1cccnc1)c1ccc(Br)cc1 | -28 | 0 | 3 | 8 | 0.84 | 0.3 | 2 | 17 | -11
Cc1cc(C)nc(-n2ncc(C#N)c2N)n1 | -27 | 3 | 20 | 10 | 0.42 | 0.2 | 2 | . | -20
Cc1nn(-c2ccccc2)c(C)c1/C=N/NC(=O)CSc1nnc(SCc2ccccc2Cl)s1 | -10 | -2 | -12 | 4 | -0.27 | -0.9 | -7 | 15 | 12
CCSc1nnc(NC(=O)Cc2cc(OC)c(OC)c(OC)c2)s1 | -14 | 4 | 0 | 11 | -0.52 | -0.1 | 4 | 4 | 36
C=CCNC(=S)NNc1ncnc2sc3c(c12)CC(C)(C)OC3 | -24 | -4 | -90 | -7 | . | 0.7 | 1 | -10 | -8
O=C(CSCc1ccccc1)N1CCN(c2cccc(C(F)(F)F)c2)CC1 | -10[20 µM] | 0 | 16 | 14 | -2.7 | -0.6 | 1 | 1 | -5
O=C(Cc1cccs1)N(CC1CCCO1)C1(C(=O)NC2CCCC2)CCCCC1 (stereo unspecified) | 2 | -13 | -8 | 1 | -0.78 | -0.1 | -5 | -2 | 28
CC(C)S(=O)(=O)N1CCN(c2ccnc3cc(Cl)ccc23)CC1 | 4 | 0 | -6 | 6 | -1.4 | -0.3 | -5 | 6 | 0
O=C(CNC(=O)c1cccs1)NCC(=O)OCc1ccc(F)cc1 | -14 | -2 | 5 | 4 | -1.1 | 2.3 | -4 | 6 | 17
COc1cc(C(=O)O)ccc1Cl | -26 | 2 | 4 | 15 | -0.081 | 1.9 | 4 | 19 | -16
CN1CCN(c2ccc(-c3ccc4ccccc4n3)cc2)CC1 | -1 | -1 | -20 | -3 | -2.1 | 0.6 | -5 | -12 | -184
N#CCC(=O)Nc1nc(-c2ccc3c(c2)OCCO3)cs1 | -26 | 1 | -9 | 0 | -0.011 | 1.1 | -5 | 17 | -38
COc1ccccc1-n1c(SCC(N)=O)nc2c(c1=O)SCC2 | -13 | -8 | -8 | 6 | -0.54 | 2.6 | 0 | 3 | -38
Cc1ccc(S(=O)(=O)C2(C(=O)N3CCCC(C)C3)CC2)cc1 (stereo unspecified) | -17 | 1 | -23 | 20 | 0.098 | -0.2 | 4 | 7 | 2
O=C(CNC(=S)N(Cc1ccccc1)Cc1cccs1)NCc1ccc(F)cc1 | -1 | 5 | 4 | 14 | -0.65 | -0.7 | 6 | -1 | 46
O=C(c1ccco1)N1CCN(C(=O)c2cnn3c(C(F)(F)F)cc(-c4cccs4)nc23)CC1 | -13[20 µM] | -1 | 4 | 10 | . | -1.2 | -3 | -1 | -302
COC(=O)N=Nc1c(O)[nH]c2ccc(Br)cc12 | 2 | -7 | -2 | 11 | 0.87 | 0.3 | 3 | 6 | -16
COCC(=O)NCc1ccc2c(c1)cc(C)n2C | -16 | 0 | -12 | 11 | 0.92 | 0.4 | 5 | . | -23

Results in FXIIa inh 1536, for some of the entries so far:
SMILES	FXIIa inh 1536
Cc1cc(C)nc(-n2ncc(C#N)c2N)n1	10
Cc1nn(-c2ccccc2)c(C)c1/C=N/NC(=O)CSc1nnc(SCc2ccccc2Cl)s1	4
CCSc1nnc(NC(=O)Cc2cc(OC)c(OC)c(OC)c2)s1	11
C=CCNC(=S)NNc1ncnc2sc3c(c12)CC(C)(C)OC3	-7

(more compounds)
SMILES | Furin inhibitor | thrombin 1536 | KLK5 inh | FXIIa inh 1536 | Cl transport mod | PERK inhibitor | FXIa inh | Rad51 HR inh | Calpain2 inh
CNCC(O)CN(c1ccccc1)c1ccccc1 (stereo unspecified) | -11 | -6 | 4 | 6 | -0.1 | 0.3 | 0 | -9 | 23
CN=c1sc(C(=O)Nc2ccccc2)c(C)n1C | -20 | -5 | -5 | 6 | 0.62 | 1.5 | -3 | -46 | -6
CC(C)N=Cc1c(O)[nH]c2ccccc12 | -17[20 µM] | 4 | -15 | 46* | . | -0.5 | 14 | -1 | 18
NC(=O)c1ncc(C(F)(F)F)cc1Oc1ccc(C(F)(F)F)cc1 | -19[20 µM] | -13 | -22 | 17 | . | 0.4 | -5 | -15 | 7
CSc1ccccc1NC(=O)c1ccccc1 | -38 | -3 | -2 | 4 | 0.85 | 1.5 | 1 | 7 | -9
Cc1ccc2[nH]c(=O)c(C(c3nnnn3C3CCCC3)N3CCCc4ccccc43)cc2c1 (stereo unspecified) | -15[20 µM] | -1 | -7 | 11 | 1.2 | 1.2 | 4 | 5 | -100
COc1ccc(N2C(=O)CS/C2=C\[N+](=O)[O-])cc1 | 3[20 µM] | 4 | 4 | 21 | 0.87 | -0.4 | 5 | 9 | 20
CN(CC(=O)Nc1cc([N+](=O)[O-])ccc1Cl)Cc1ccc(Br)cc1 | -19 | -7 | -10 | 0 | -0.63 | 0.8 | 2 | 2 | 6
COc1cc(Cl)c(S(=O)(=O)N2CCN(Cc3ccc4c(c3)OCO4)CC2)cc1Cl | -25 | -7 | 1 | 3 | -0.14 | 0.6 | -5 | -3 | 11
Oc1ccc(C2N=C(c3ccccc3)NC(c3ccccc3)=N2)cc1 | -3[20 µM] | 1 | -1 | 11 | -0.69 | -1.0 | 4 | . | -57
O=C(COC(=O)C1COc2ccccc2O1)Nc1cccc(S(=O)(=O)N2CCCCC2)c1 (stereo unspecified) | 1 | . | 6 | 17 | 0.24 | 0.8 | 7 | -4 | 19
CC(NCc1cccs1)c1ccccc1 (stereo unspecified) | -24 | 6 | -1 | 13 | -0.48 | 0.1 | -2 | 32 | -14
Cc1ccc(Nc2ncc3c(n2)CC(C)CC3=O)c(C)c1 (stereo unspecified) | -3 | -11 | -4 | -1 | 0.27 | -1.1 | -2 | . | 1
COc1ccc(N2CCN(C(=O)C3CCN(S(=O)(=O)c4ccc(F)cc4)CC3)CC2)cc1 | -21 | -2 | 1 | 13 | -0.68 | 1.0 | 14 | 12 | 15
Cc1nc(-c2ccc(NC(=O)/C=C\C(=O)O)cc2)cs1 | -9 | -13 | -1 | 3 | 0.4 | 0.0 | -3 | -4 | -31
Cn1c(=O)cc(SCC(=O)NCCCN2CCOCC2)c2ccc(Cl)cc21 | -8 | -2 | 3 | 10 | . | 0.3 | 0 | 7 | -12
CCOc1ccccc1C(=O)NC(C(=O)NCc1ccc(F)cc1)C(C)C (stereo unspecified) | -28 | 4 | -14 | 3 | -1 | 0.7 | -3 | 8 | 19
CCOc1cc(C(C#N)N2CCOCC2)ccc1OC (stereo unspecified) | -22[20 µM] | -3 | 5 | 3 | 0.021 | 1.0 | -2 | 5 | 12
CCOC(=O)C1CCc2nc3ccccc3c(=O)n21 (stereo unspecified) | -28 | 1 | -11 | 3 | -0.065 | 1.1 | 1 | -4 | 3
O=C(NC1CCCCC1)c1ccc(CS(=O)(=O)Cc2ccccc2F)o1 | -22[20 µM] | -2 | -27 | 5 | 0.44 | 0.2 | 2 | -3 | -13
CC(=O)Nc1c(O)nc(SCC(=O)Nc2c(C)cccc2C)[nH]c1=O | -18[20 µM] | -2 | -22 | 9 | 0.026 | -0.4 | -10 | 1 | -20
Cc1cccnc1NC(=O)C(C)Oc1ccccc1 (stereo unspecified) | -6[20 µM] | -4 | -7 | 4 | 0.73 | 0.7 | 4 | 3 | -57
O=C(Oc1ccccc1/C=C\C(=O)c1cc2ccccc2o1)c1ccccc1 | -2 | -4 | -9 | 10 | 0.14 | 0.6 | 0 | -1 | -27

These rows are one share of the data, so the mix of outcomes need not match the whole.
